Pf Dd2 inh: blocks in vitro growth of P. falciparum Dd2; P. falciparum Dd2 growth, SYBR Green, 72 h; Potency, µM (highest dose often 28.9 µM), inactives show at the highest dose activity, negative = inhibition, most hits filed as inhibitors; 4.3% of 120,000 active; AID 1347417; active = well fitted inhibition curve with a large enough effect; inconclusive = small, poorly fitted or top-dose-only effect; inactive = no such curve, though single readings can be large or run the other way;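 note: plate controls were DMSO vehicle for no effect and reference drug for full effect; nearly all actives have a fitted effect of over 65% in size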
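Readout: SYBR Green fluorescence, 485 nm excitation, 535 nm emission, after ~16 h lysis at 37C. Before that, Dd2-infected red cells (2.5% hematocrit) grew 72 h with compound, 29 uM top final concentration.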
The depositor's hits bear a star; i = inactive; ? = inconclusive; [ ] = another dose, or the depositor's remark. Potency is the fitted concentration of half-maximal effect.

SMILES	Pf Dd2 inh
COc1c(Cl)cc(Cl)cc1C(=O)Nc1cccc2cccnc12	67%[activator]
CC(=O)N1CC2(CCN(CC3CC3)C2)Cc2ccccc21 (stereo unspecified)	-26%[44.1 µM]
O=C(NCCCN1CCN(c2ccccc2)CC1)c1sc2ncccc2c1-n1cccc1	?
C[C@@H](NC(=O)C1=C[C@@H](NC(=O)NC2CCCCC2)[C@@H](O)[C@H](O)C1)C(N)=O	9%[44.1 µM]
O=C(C[C@@H]1CCNC[C@@H]1Cc1cc(CC2CCCCC2)on1)N1CCOCC1	?
COCC(=O)N[C@H]1CC[C@]2(C)CC[C@@H](C(C)C(=O)NC3CC3)[C@H](O)[C@H]2[C@@H]1C (stereo partly specified)	24%[44.1 µM]
COc1ccc(-c2c(C)c3ccc(O)c(CN4CCOCC4)c3oc2=O)cc1	8.9µM*
CC(Oc1ccccc1)C(=O)N1CCC(Cc2nncn2C(C)C)CC1 (stereo unspecified)	-27%
Cc1ccc(S(=O)(=O)N2CCC(n3cnnc3C(C)C)CC2)cc1C	-27%
CC(C)c1nc2c(c(-c3ccc(O)cc3)n1)CCN(Cc1cncs1)CC2	-8%
Nc1ccc2oc(Cc3ccc(Cl)cc3)nc2c1	?
O=S(=O)(c1cccc2nonc12)N1CCC2(CCCNC2)C1 (stereo unspecified)	-9%
Cc1cccc(CCNC(=O)c2cc(S(=O)(=O)N3CCCCC3)c[nH]2)c1	-11%
O=C(CCC1CCCN(S(=O)(=O)c2ccccc2F)C1)NCc1cc(F)ccc1F (stereo unspecified)	-24%
CCn1cc(C(=O)NCc2ccccc2OC)c(=O)c2cc(S(=O)(=O)N3CCCCCC3)ccc21	?
COc1cccc(CNC(=O)c2cc3c(=O)[nH]c(C)cn3n2)c1	i
COc1ccc(CN2C=C(C(=O)OCc3nc(-c4ccc(F)cc4)no3)C(C)=NS2(=O)=O)cc1	?
COC[C@@H]1CN(C(=O)CC2=CCCCC2)C[C@H]1c1nc(C2CC2)no1	0%
COCc1ccc(CN2CCCC(CNC(=O)c3cccc(OC)c3OC)C2)o1 (stereo unspecified)	?
O=C(c1ccccc1)N1CCCC(c2nc3c(nnn3Cc3ccc(F)cc3F)c(=O)[nH]2)C1 (stereo unspecified)	?
CCOc1cccc(CNC(=O)c2ccc(CN3C(=O)NC4(CCOCC4)C3=O)cc2)c1	5%
CCN1C(=O)CCN(Cc2ccc(O)cc2)CC12CCOCC2	-7%
COc1ccc(-c2ccc3c(c2)C(=O)N2C[C@H](O)C[C@H]2C(=O)N3)cc1	i
COCC(c1ccccn1)N(C)C(=O)c1cc(S(N)(=O)=O)ccc1F (stereo unspecified)	14%
CCc1nnc(SCc2c(F)cccc2Cl)c2cc3sccc3n12	4%
O=C(N1CCCCCC1)C1(CCO)CC12CCOCC2 (stereo unspecified)	13%
O=C(CCc1conc1-c1ccccc1)NCc1ccccc1F	-19%
CCc1cccc(CC)c1NC(=O)CN(C)S(=O)(=O)c1ccc2c(c1)n(C)c(=O)c(=O)n2C	?
CCN(CC)CCCNC(=O)c1c(C)oc2ncnc(N3CCOCC3)c12	14%
COc1cc(NC(=O)c2ccc3c(c2)N(C)C2CCCN2C3=O)cc(OC)c1OC (stereo unspecified)	i

A draw from above in order of length of the SMILES, high to low:
SMILES	Pf Dd2 inh
O=C(NCCCN1CCN(c2ccccc2)CC1)c1sc2ncccc2c1-n1cccc1	?
COCC(c1ccccn1)N(C)C(=O)c1cc(S(N)(=O)=O)ccc1F (stereo unspecified)	14%
CC(=O)N1CC2(CCN(CC3CC3)C2)Cc2ccccc21 (stereo unspecified)	-26%[44.1 µM]

(next part)
SMILES	Pf Dd2 inh
CCOc1ccc(CCNC(=O)CSc2cc(=O)n(C)c3ccc(Cl)cc23)cc1OCC	-1%
COCC1CN(C(=O)C2CC=CC2)CC12CCNCC2 (stereo unspecified)	40%[activator]
O=C(Nc1ccc(F)c(F)c1)c1cc2n(n1)CC(c1ccc(Br)cc1)OC2 (stereo unspecified)	i
C=CCNC(=O)c1ccc2cncn2c1	-11%[44.1 µM]
COc1ccc(C(=O)N2CCCC3(COc4ccccc4C(=O)N3)C2)cc1 (stereo unspecified)	-11%
CN1Cc2ccccc2-n2ccnc2C12CCN(C(=O)C1CCC1)CC2	i[5.79 µM]
CCCCC(CC)Cn1c(Oc2ccccc2)nc2c1c(=O)n(C)c(=O)n2C (stereo unspecified)	i
COc1ccc(-c2nsc(NC(=O)COc3ccccc3OC)n2)cc1	80%[activator]
Cc1cccc(N2CCN(C(=O)CCS(=O)(=O)c3ccc4c(c3)oc(=O)n4C)CC2)c1C	?
COc1ccc(-n2nc(C3CCN(C(=O)c4cccc(Cl)c4)CC3)[nH]c2=O)cc1	i
COc1ccccc1NC(=O)N1CCC2(CCNC(=O)CC2)CC1	6%
CC(C)(C)c1ccc(C(=O)Nc2nc3c(s2)C[C@@H]2[C@](C)(CO)[C@H](O)CC[C@@]2(C)[C@@H]3CC(=O)NCc2cccs2)cc1	?
Cc1cc(OCC(=O)O)c(C)c2c1CC[C@@H]([C@H](C)C(=O)N1CCC(O)CC1)C2	?
Cc1cc(C)cc(NC(=O)C(C)N2Cc3ccccc3C2=O)c1 (stereo unspecified)	4%
Cc1cccc(N2CCN(C(=O)NCc3noc4ccccc34)CC2)c1C	-8%
COc1ccc(CNC(=O)CN(C)S(=O)(=O)c2ccc3[nH]c4c(c3c2)CCCC4)cc1	2%
COc1ccccc1-c1cc(C(F)(F)F)nc(S(=O)(=O)CCCC(=O)Nc2cc(Br)ccc2O)n1	23%
CCN1CCN(CC(O)COc2cccc(CN(C)Cc3cc(C)on3)c2)CC1 (stereo unspecified)	-11%
CC1CCc2onc(C(=O)Nc3ccc(Cl)cc3)c2C1 (stereo unspecified)	11%
Cc1noc(C2CC3(CCN(C(=O)C4CC4)CC3)CN2C)n1 (stereo unspecified)	-7%
Clc1ccc2nc(Nc3ccccc3Cl)nc(-c3ccccc3)c2c1	22%
Cc1nc2c(-c3ccccc3)c(C)nn2c(C)c1CCC(=O)NCc1cccc(Cl)c1	i
CNc1nc2c(c(C(=O)N3CCCC3)n1)CN(C(=O)C(C)n1cc(C)cn1)CC2 (stereo unspecified)	-6%
O=C(CN1CCCN(Cc2ccc(F)cc2)S1(=O)=O)Nc1ccc2c(c1)OCCO2	21%
CCC(=O)Nc1ccc(C2(C(=O)N3CCN(c4ccccc4)CC3)CCC2)cc1	-20%
Cc1cn2nc(C(=O)NCCc3ccccc3)cc2c(N2CCCC2)n1	i
CCOC(=O)CC(=O)CSc1nc2ccsc2c(=O)n1Cc1ccccc1	i
Cc1cc(OC2CN(Cc3cccc4ccccc34)C2)ccc1F	i
CCOc1ccccc1C1NC(=O)N(CC(=O)NCc2ccccc2Cl)C2=C1C(=O)OC2 (stereo unspecified)	i
COC[C@@H]1CN(Cc2cn(C)nc2C)C[C@H]1C(=O)NC1CC1	28%
CCOc1ccc(NC(=O)Cn2c(N3CCCCC3)nc(C)c(C)c2=O)cc1	i
Cc1ccc(NS(=O)(=O)c2ccc3[nH]c4c(c3c2)CCCC4)cc1N(C)C	i
Cc1ccc2scc(N3CCN(c4ccccc4)CC3)c(=O)c2c1	34%[activator][0.594 µM]
NC(=O)c1c(NC(=O)CS(=O)(=O)c2ccc(Cl)cc2)sc2c1CCCC2	66%[activator]
c1ccc(-n2cc(CN3CCC(N4CCSCC4)CC3)nn2)cc1	-27%
O=C(NC1CCCCC1)c1ccc(CSc2nc3cccnc3n2Cc2ccccc2F)cc1	?
CC(C)(CC(=O)O)CC(=O)N1CCN2C(=O)N(CCc3cccs3)C(=O)[C@H]2C1	-4%[44.1 µM]
COCCN(C)C[C@@H]1CN(C(=O)c2ccc(Cl)s2)C[C@@H]1CO	-19%
O=C(NCc1ccco1)N1CCc2n[nH]c(=O)n2CC1	2%
COc1ccc(S(=O)(=O)NC2CCc3n[nH]c(=O)n3CC2)cc1Cl (stereo unspecified)	8%
CN(C)[C@H]1CN(C(=O)c2cccc(NCc3ccc(F)cc3)c2)C[C@@H]1O	-19%
COc1cccc(CN2Cc3nc(Nc4cccc(F)c4)ccc3OCC2=O)c1	-23%[44.1 µM]
CC(=O)N1CCC(N[C@@H]2C[C@H](Cn3cc(C4CC4)nn3)[C@@H](O)[C@H]2O)CC1	30%
O=C(COc1ccc(F)cc1)Nc1ccc(C(=O)OCc2cc(=O)n3nc(C4CC4)sc3n2)cc1	-1%
COc1ccc(C)cc1Nc1nc(N)c2cc(OC)c(OC)cc2n1	2.8µM*
COc1ccc(-c2cc3nc(C4CCN(C(=O)OC(C)(C)C)CC4)c(C(=O)Nc4cc(Cl)cc(Cl)c4)cn3n2)cc1	?
Cc1ccc(C2Cn3nnc(C(=O)N4CCC(C(=O)NC5CCCCCC5)CC4)c3CO2)cc1 (stereo unspecified)	-19%
CN(Cc1ccccc1)C(=O)C[C@@H]1O[C@H](CNC(=O)Nc2cccc(F)c2)[C@@H](O)[C@H]1O	-13%[44.1 µM]
O=C(Cn1nc2c(cc1=O)CCCCC2)NCC1CCOCC1	-21%
COc1ccc(C(=O)N[C@@H]2CN(C3CCOCC3)C[C@H]2CN(C)C)c(C)c1	-3%
FC(F)(F)c1ccc2nc([C@H]3CCN(Cc4ccc(Cl)cc4)C3)[nH]c2c1	?
COCCNC(=O)C1COC2(CCC(C)CC2)N1C(=O)c1cccc([N+](=O)[O-])c1 (stereo unspecified)	i
CN(C)c1ccc(CN2CCC3(CC2)C(C(=O)O)CC(=O)N3C)cn1 (stereo unspecified)	-12%
Cc1c(C(=O)N2CCCCCC2)c(S(=O)(=O)NCc2ccc(Br)cc2)c(C)n1C	-28%
c1ccc(-c2cnc(Nc3ccc(N4CCOCC4)cc3)c3c2CCO3)nc1	-1%[44.1 µM]
Cc1ccccc1C(=O)NCc1ccc2c(c1)CCN2C(=O)c1ccc(F)cc1	-25%
Cc1n[nH]c(C)c1C(N)C(=O)NCCN1CCCC1 (stereo unspecified)	3%
CCNC(=O)CC1C(=O)N(c2ccc(C)cc2)C(=O)N1CCOC (stereo unspecified)	10%
COC(=O)N1CCn2c(nnc2-c2ccc(OC)cc2)C1	?
Cc1cccc(C)c1-c1nc(C(=O)N2CCOCC2)n2ccccc12	?

Entries from the list above that have an aryl thioether with sulfur outside any ring (4):
SMILES	Pf Dd2 inh
CCc1nnc(SCc2c(F)cccc2Cl)c2cc3sccc3n12	4%
CCOc1ccc(CCNC(=O)CSc2cc(=O)n(C)c3ccc(Cl)cc23)cc1OCC	-1%
CCOC(=O)CC(=O)CSc1nc2ccsc2c(=O)n1Cc1ccccc1	i
O=C(NC1CCCCC1)c1ccc(CSc2nc3cccnc3n2Cc2ccccc2F)cc1	?

Next section
SMILES	Pf Dd2 inh
Cc1[nH]ncc1CNC(=O)CCc1ccc2c(c1)CN(C(=O)NC(C)C)CCO2	5%
Cc1ocnc1C(=O)N1CCC2(CC1)c1nc[nH]c1CCN2S(C)(=O)=O	11%
O=C(c1ccc(Cl)cc1)N1CCCC(n2cc(-c3nc(-c4ccccc4)no3)nn2)C1 (stereo unspecified)	i
OCCCn1cnc(-c2ccccc2)c1COCc1ccccc1	-19%
Cc1nn(C(C)(C)C)c(OC(=O)C(C)(C)C)c1Sc1ccccc1	i
CCN(CC)C(=O)Cn1c(=O)n(Cc2ccc(C(=O)NCc3ccccc3Cl)cc2)c(=O)c2ccccc21	17%
O=C(NC1CC1)c1ccc2cc[nH]c2n1	16%[44.1 µM]
CC(C)c1cnc2c(c1SCC(=O)Nc1ccccc1C(F)(F)F)c(=O)n(C)c(=O)n2C	5%
Oc1c(C(c2ccc(Cl)cc2Cl)N2CCN(c3ccccc3)CC2)sc2nc(-c3ccco3)nn12 (stereo unspecified)	23%
COc1ccc(OC)c(-c2cnc3[nH]cc(CC(=O)N4CCN(C)CC4)c3c2)c1	i
COc1ccc(-c2cc(NCc3ccc(F)cc3)n3cnnc3n2)cc1	-5%
CCN(C1CCOCC1)C1CN(C(=O)c2ccsc2)C1	-15%
COc1ccccc1CN1CCNc2cnc(-c3ccccc3)cc2C1	?
CC(C)NC(=O)N(C)CC1CCOCC1	-4%
CCn1cc2nc(SCc3c(F)cccc3Cl)n(CCc3ccccc3)c(=O)c2n1	?
O=C(C1CCCC1)N1CC2(CCN(C3CCCCC3)CC2)Cc2ccccc21	?
Cc1nnc2c(N3CCN(c4ccccc4F)CC3)nc3ccccc3n12	?
COCC(=O)N[C@@H]1CN(Cc2ccccc2OC(C)C)C[C@H]1CO	i
O=C(NC1CC1)[C@H]1CN2CC[C@H]1C[C@@H]2Cn1cc(-c2ccc(-c3ccccc3)cc2)nn1	i
COc1cccc(S(=O)(=O)N2CC(F)(F)C[C@H]2c2nnc(C)o2)c1	47%[activator]
COc1ccc(-c2cn3cccnc3n2)cc1NC(=O)Cc1ccccc1	6%
Cc1cnc(CCNC(=O)c2cnccn2)n1CC1CC1	-1%
CC(C)NC(=O)C[C@@H]1C[C@H]2O[C@H](CNC3CCOCC3)[C@@H](O)[C@H]2O1	7%[44.1 µM]

Quoted from the listing:
Pf Dd2 inh, `CCN(CC)C(=O)Cn1c(=O)n(Cc2ccc(C(=O)NCc3ccccc3Cl)cc2)c(=O)c2ccccc21` reads 17%
Pf Dd2 inh, `Cc1[nH]ncc1CNC(=O)CCc1ccc2c(c1)CN(C(=O)NC(C)C)CCO2` reads 5%
Pf Dd2 inh, `Cc1cnc(CCNC(=O)c2cnccn2)n1CC1CC1` reads -1%

The list is partial; count on the stated rates, not on these rows.
